BAP1 inh – blocks human BAP1 ubiquitin-AMC hydrolysis; recombinant BAP1, Ub-AMC hydrolysis fluorescence kinetic; stronger effect = lower value; activity remaining (% of control), % at 20 µM; 72,000 compounds, 0.48% hits; AID 436;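 active means activity remaining at or below 50% of control, provided the compound also passes the data quality filters; inactive means the rest, including low values that fail the filters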;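 further: 100% = DMSO wells rate and 0% = substrate alone blank rate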
Target sequence (Q92560 whole entry, looked up): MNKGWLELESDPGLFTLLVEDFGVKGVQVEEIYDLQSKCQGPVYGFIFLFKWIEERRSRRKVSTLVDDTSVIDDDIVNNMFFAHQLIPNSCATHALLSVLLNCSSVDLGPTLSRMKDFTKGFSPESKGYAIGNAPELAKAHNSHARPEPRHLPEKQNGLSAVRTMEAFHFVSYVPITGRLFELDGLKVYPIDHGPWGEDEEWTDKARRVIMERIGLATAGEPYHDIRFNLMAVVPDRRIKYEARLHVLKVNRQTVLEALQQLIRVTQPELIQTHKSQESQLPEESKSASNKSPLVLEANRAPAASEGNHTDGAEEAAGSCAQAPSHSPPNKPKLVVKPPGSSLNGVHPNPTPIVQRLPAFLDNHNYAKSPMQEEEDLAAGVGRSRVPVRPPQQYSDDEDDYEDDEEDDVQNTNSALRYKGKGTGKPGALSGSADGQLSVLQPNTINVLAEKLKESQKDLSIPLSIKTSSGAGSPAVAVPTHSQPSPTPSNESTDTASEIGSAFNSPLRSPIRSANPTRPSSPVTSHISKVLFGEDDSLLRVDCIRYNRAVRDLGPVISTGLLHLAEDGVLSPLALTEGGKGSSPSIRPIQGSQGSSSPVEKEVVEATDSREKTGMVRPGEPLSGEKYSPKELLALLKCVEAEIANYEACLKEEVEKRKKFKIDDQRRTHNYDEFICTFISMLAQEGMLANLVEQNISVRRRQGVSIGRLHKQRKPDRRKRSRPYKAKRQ
HePTP inhibitor – human HePTP phosphatase inhibition; P35236; recombinant HePTP phosphatase activity, OD absorbance; inhibition, % at 20 µM; 110,000 compounds, 0.64% hits; AID 521; in the data active means inhibition above about 50%;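 further: plate controls were vehicle for no effect and reference inhibitor for full effect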
Target sequence (P35236 whole entry, looked up): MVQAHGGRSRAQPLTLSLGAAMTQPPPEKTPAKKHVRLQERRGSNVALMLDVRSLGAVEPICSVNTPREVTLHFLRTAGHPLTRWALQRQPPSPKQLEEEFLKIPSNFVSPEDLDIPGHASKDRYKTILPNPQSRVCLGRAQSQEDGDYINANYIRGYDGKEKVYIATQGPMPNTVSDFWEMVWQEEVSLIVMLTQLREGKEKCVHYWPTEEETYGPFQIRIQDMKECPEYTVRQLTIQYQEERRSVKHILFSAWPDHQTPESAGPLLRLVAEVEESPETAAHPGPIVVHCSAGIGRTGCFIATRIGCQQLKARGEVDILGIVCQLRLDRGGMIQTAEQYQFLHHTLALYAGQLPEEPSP
The depositor's hits bear a star; · = not tested or not shown; & = joins results of further samples.

| compound | BAP1 inh | HePTP inhibitor |
| --- | --- | --- |
| COCCCN1C(=O)C(O)=C(C(C)=O)C1c1cccc(F)c1 (stereo not drawn) | 96 | 8 |
| Cc1ccc(NC(=S)NCCOc2ccccc2Cc2ccccc2)c(C)c1 | · | 5 |
| COc1cc(/C=N/NC(=O)C(=O)N2CCCC2)ccc1O | · | -1 |
| CCn1c(SCC(=O)Nc2ccc(NC(=O)c3ccco3)c(OC)c2)nc2ccccc2c1=O | 635 | 8 |
| O=c1cc(N2CCN(Cc3ccccc3)CC2)[nH]c(=O)n1-c1cccc(C(F)(F)F)c1 | 85 | · |
| O=C(Nc1cccc(NC(=O)c2cccs2)c1)c1ccco1 | 81 | 6 |
| CCN(Cc1cc2cccc(C)c2[nH]c1=O)C(=O)c1ccccc1OC | 89 | 2 |
| COc1cc(C2CC(=O)NC(SCC(=O)Nc3ccccc3C)=C2C#N)ccc1O (stereo not drawn) | 107 | 6 |
| CCc1c(O)nc(SCC(=O)N2CCCCC2)[nH]c1=O | · | -14 |
| O=C(c1ccco1)N1CCN(C2CC(=O)N(c3ccc4c(c3)OCO4)C2=O)CC1 (stereo not drawn) | 54 | 4 |
| CC(=O)C1=C(O)C(=O)N(CC2CCCO2)C1c1ccccc1[N+](=O)[O-] (stereo not drawn) | · | -10 |
| C(#Cc1ccc2noc(-c3ccccc3)c2c1)c1ccccc1 | · | -2 |
| Nc1ccc(-n2ccnc2)cc1 | 98 | -2 |
| CCOC(=O)CCNC(=O)Nc1ccc2nc(C)n(Cc3ccccc3Cl)c(=O)c2c1 | 85 | -2 |
| O=C(O)C1CC=CCC1C(=O)NCCc1ccccc1 (stereo not drawn) | · | -3 |
| CCOC(=O)CSc1nnc(-c2ccco2)n1C | 101 | 3 |
| O=C(/C=C/c1ccco1)Nc1cc(Cl)cc(Cl)c1 | · | 39 |
| CN(C)c1ccc(C2C3=C(CCCC3=O)OC3=C2C(=O)CCC3)cc1 | 93 | 6 |
| Cn1ncc(Cl)c1C(=O)N1CCc2ccccc21 | 108 | 6 |
| N#Cc1nc(-c2cccs2)oc1NCC1CCCO1 (stereo not drawn) | · | 14 |
| O=[N+]([O-])c1ccc(CSc2nnc(-c3ccncc3)n2-c2ccccc2)cc1 | · | 3 |
| Cc1ccc(N=Cc2ccc(C#N)cc2)cc1I | · | 14 |
| CCOc1ccc2ccccc2c1/C=N/c1oc(C)c(C)c1C#N | · | -14 |
| O=C(Nc1ccc(Cl)cc1Cl)c1ccc(I)cc1 | · | -2 |
| COc1cc(NC(=O)c2cccc(OCc3ccccc3)c2)ccc1NC(=O)c1ccco1 | · | 7 |
| CN(C)c1ccc(NC(=S)Nc2ccccc2)cc1 | · | 5 |
| Nc1cc(N)c(N2CCCCC2)cc1N1CCCCC1 | · | 4 |
| CC1(C)CC(=O)C(C#N)=C(NCCCO)C1 | 105 | 0 |
| NC(=O)NC(=O)Nc1ccccc1Cl | 67 | 7 |
| O=C(CN1C(=O)c2cccc3cccc1c23)Nc1ccc(S(=O)(=O)N2CCOCC2)cc1 | 133 | · |
| C/C(Cl)=C\Cn1c(=O)c2c(nc3n2CCS3)n(C)c1=O | 111 | 3 |
| Cc1ccc(C)c(C(=O)n2cnnc2N)c1 | 78 | 2 |
| COc1ccc(OC)c(NC(=O)Nc2cccc(Cn3cccn3)c2)c1 | 66 | 7 |
| O=C(O)CCC(=O)Nc1ccc(Cc2ccc(NC(=O)CCC(=O)O)cc2)cc1 | · | -7 |
| CC(C)Cn1cc(I)c(=O)[nH]c1=O | 227 | · |
| O=C(O)C1C2C=CC(O2)C1C(=O)NCCCn1ccnc1 (stereo not drawn) | 97 | 12 |
| CCn1nnc(NC(=O)c2ccc(C(C)(C)C)cc2)n1 | · | 4 |
| COCCn1c(SCC(=O)c2ccc3c(c2)OCCO3)nnc1-c1ccco1 | 94 | 8 |
| Cc1ccc(N(Cc2cc3ccccc3[nH]c2=O)C(=O)c2ccco2)c(C)c1 | 99 | 6 |
| O=c1[nH]c(-c2ccncc2)nc2ccccc12 | 86 | 1&12 |
| CC(=O)NCc1nc2ccccc2n1C(C)C | 85 | 5 |
| CCN(CC)CC#CC(C)OCOCC#CCOC (stereo not drawn) | 91 | 2 |
| COc1ccccc1NCCC(=O)OCC(=O)Nc1ccc(Cl)cn1 | 99 | 1 |
| COc1ccc(C(=O)NNC(=O)COc2ccc(C)cc2C)cc1 | · | 3 |
| CS(=O)(=O)N(Cc1ccc(Cl)cc1)c1ccc(C(=O)NC2CCCC2)cc1 | · | 1 |
| Cc1cc(C=C2C(=O)NC(=S)NC2=O)c(C)n1-c1ccc(Br)cc1 | · | 11 |
| c1ccc(OCc2nnc3sc(-c4cccs4)nn23)cc1 | 89 | 5 |
| Cc1cc(C)nc(NC(=O)CSc2nnnn2-c2ccccc2)n1 | · | -4 |
| COc1ccc(C(OC(=O)c2c(C)noc2C)C(=O)NC2CCCC2)cc1 (stereo not drawn) | 81 | -4 |
| O=C(c1ccccc1)c1nnc(-c2ccccc2F)o1 | 56 | -1 |

Next results:
| compound | BAP1 inh | HePTP inhibitor |
| --- | --- | --- |
| C/C(=C\C(=O)c1ccccc1)Nc1cccc(Cl)c1Cl | · | -1 |
| Cc1noc(C)c1S(=O)(=O)Nc1ccc(C(=O)N2CCc3ccccc3C2)cc1 | 95 | 1 |
| Cc1ccc(N2C(=O)C3ON(c4ccccc4)C(c4ccc(F)cc4)C3C2=O)cc1 (stereo not drawn) | · | 1 |
| CC1CCc2c(C(=O)NCCCN3CCOCC3)csc2C1 (stereo not drawn) | 92 | 3 |
| O=C(CN1CCCC1)NCC12CC3CC(CC(C3)C1)C2 | 100 | 2 |
| CC(=O)Nc1ccc(-c2cn3ccsc3n2)cc1 | 80 | 10 |
| COC(=O)c1ccccc1NC(=O)CN(c1ccccc1)S(=O)(=O)c1ccccc1[N+](=O)[O-] | · | -6 |
| COc1ccc(CN2CCN(C(=O)c3cccs3)CC2)c(OC)c1 | · | 8 |
| Cc1ccc(O)c(/C=C2\Sc3ccccc3C2=O)c1 | · | -10 |
| O=C(Cn1cnc2c(nnn2Cc2ccccc2F)c1=O)NCc1ccco1 | 106 | 6 |
| COc1ccc(-n2c(-c3cccc(C)c3[N+](=O)[O-])n[nH]c2=S)cc1 | · | -2 |
| Cc1noc(C)c1Cn1nc(C(=O)O)c2ccccc2c1=O | 116 | 9 |
| COc1nc2c(C)cccc2cc1-c1noc(-c2ccco2)n1 | 28* | 8 |
| S=C(c1ccncc1)N1CCOCC1 | · | -8 |
| CC(=O)c1ccc(Nc2nc(-c3ccccc3O)nc3ccccc23)cc1 | · | 5 |
| CSc1nsc(SCC(=O)N2CCc3ccccc32)n1 | 119 | 9 |
| Cc1ccc(C)c(S(=O)(=O)Nc2ccc3scnc3c2)c1 | 56 | -1 |
| Cc1csc(NC(=O)c2ccc(Br)cc2)n1 | 97 | · |
| Cc1cc(C)c2c(N)c(C(=O)NCc3ccco3)sc2n1 | 88 | · |
| Cc1ccc2nc(Nc3nc(C)cc(C(F)(F)F)n3)nc(C)c2c1 | 86 | 10 |
| CC(C)[C@H](NC(=O)Nc1cccc(C(F)(F)F)c1)C(=O)O | 100 | 4 |
| O=C(CCc1ccccc1)N1N=C(c2cccc([N+](=O)[O-])c2)CC1(O)C(F)(F)F (stereo not drawn) | · | 7 |
| CC(=O)c1ccc(OCC(O)CN2CCN(Cc3ccc4c(c3)OCO4)CC2)cc1 (stereo not drawn) | 90 | 14 |
| COc1ccc2c(c1)sc1nc(-c3ccccc3)cn12 | · | -3 |
| CCOc1cc(/C=C2/SC(=S)N(C)C2=O)cc(Br)c1OCc1ccccc1Cl | · | 0 |
| CN(C)c1nccc(N(Cc2ccccc2)Cc2ccccc2)c1C#N | · | 10 |
| COc1ccc(OC)c(N2C(=O)CC(Cc3cc(C)cc(C)c3)C2=O)c1 (stereo not drawn) | · | 97* |
| CC(C)(C)NC(=O)CSc1n[nH]c(=O)n1-c1ccccc1 | 73 | 6 |
| CCOC(=O)c1ccccc1NC(=O)Cc1cccs1 | · | 8 |
| COc1ccc(OC(C)C(=O)Nc2ccc3c(c2)OCCO3)cc1 (stereo not drawn) | · | -4 |
| COc1ccc(S(=O)(=O)N(CC(=O)N=Nc2c(O)[nH]c3ccccc23)c2cc(C)cc(C)c2)cc1OC | · | -3 |
| O=C(COc1ccccc1[N+](=O)[O-])Nc1ccc(O)c(-c2nc3ccccc3s2)c1 | · | 4 |
| COc1cc(-c2noc(CCCC(=O)NCc3ccco3)n2)cc(OC)c1OC | 106 | 7 |
| CC1=NN(C(=O)Cc2ccc([N+](=O)[O-])cc2)C(O)(c2ccc(Cl)cc2)C1 (stereo not drawn) | · | 4 |
| Cc1c(NC(=O)C(C)Sc2nc3ccccc3c(=O)n2CCO)c(=O)n(-c2ccccc2)n1C (stereo not drawn) | 111 | 4 |
| Cc1ccc(C(=O)Nc2cccc(O)c2)o1 | · | 0 |
| CCc1ccc(N2CC(C(=O)Nc3cc(C)ccc3F)CC2=O)cc1 (stereo not drawn) | 96 | 6 |
| CCn1c(O)c(N=NC(=O)c2cccc([N+](=O)[O-])c2)c2ccccc21 | · | -10 |
| c1ccc2[nH]c(-c3c[nH]c4ccccc34)nc2c1 | 62 | · |
| COc1ccc(C(=O)OCCN2C(=O)c3ccccc3C2=O)cc1 | 89 | 3 |
| O=C1CS/C(=N/N=C/c2ccc(-c3ccc([N+](=O)[O-])cc3)o2)N1 | · | -5 |
| O=C(Nc1ccc(F)cc1)C1CCN(c2nnnn2-c2ccccc2)CC1 | 99 | 6 |
| C=CCN(C(=O)Nc1ccc(F)cc1)C1CC(=O)N(c2ccc(OC)cc2)C1=O (stereo not drawn) | 109 | 2 |
| CCC(=O)N1c2ccccc2-c2nnc(SC)nc2OC1c1ccc(N(C)C)cc1 (stereo not drawn) | 90 | 6 |
| COc1cccc(-c2ccc(=O)n(CC(=O)Nc3cc4c(cc3NC(C)=O)OCCO4)n2)c1 | 89 | 3 |
| Cn1cc(Cl)c(-c2nc3ccccc3[nH]2)n1 | 109 | -3 |
| COc1ccc(OC)c(/C=N/c2oc(-c3ccco3)c(-c3ccco3)c2C#N)c1 | 79 | 8 |
| NC(=O)c1ccccc1NC(=O)CCCCC(=O)Nc1ccccc1C(N)=O | · | -18 |
| CC(=O)c1ccc(N2C(=NC(=O)C(C)C)SC3CS(=O)(=O)CC32)cc1 (stereo not drawn) | 100 | 3 |
| CCOC(=O)c1sc(C)c(C#N)c1N | · | -5 |

Some of the entries so far, with values ahead of the structure:
BAP1 inh	HePTP inhibitor	canonical_smiles
·	10	CN(C)c1nccc(N(Cc2ccccc2)Cc2ccccc2)c1C#N
·	97*	COc1ccc(OC)c(N2C(=O)CC(Cc3cc(C)cc(C)c3)C2=O)c1 (stereo not drawn)
73	6	CC(C)(C)NC(=O)CSc1n[nH]c(=O)n1-c1ccccc1
·	8	CCOC(=O)c1ccccc1NC(=O)Cc1cccs1
·	-4	COc1ccc(OC(C)C(=O)Nc2ccc3c(c2)OCCO3)cc1 (stereo not drawn)
·	-3	COc1ccc(S(=O)(=O)N(CC(=O)N=Nc2c(O)[nH]c3ccccc23)c2cc(C)cc(C)c2)cc1OC
·	4	O=C(COc1ccccc1[N+](=O)[O-])Nc1ccc(O)c(-c2nc3ccccc3s2)c1
106	7	COc1cc(-c2noc(CCCC(=O)NCc3ccco3)n2)cc(OC)c1OC
·	4	CC1=NN(C(=O)Cc2ccc([N+](=O)[O-])cc2)C(O)(c2ccc(Cl)cc2)C1 (stereo not drawn)
111	4	Cc1c(NC(=O)C(C)Sc2nc3ccccc3c(=O)n2CCO)c(=O)n(-c2ccccc2)n1C (stereo not drawn)
·	0	Cc1ccc(C(=O)Nc2cccc(O)c2)o1
96	6	CCc1ccc(N2CC(C(=O)Nc3cc(C)ccc3F)CC2=O)cc1 (stereo not drawn)
·	-10	CCn1c(O)c(N=NC(=O)c2cccc([N+](=O)[O-])c2)c2ccccc21
62	·	c1ccc2[nH]c(-c3c[nH]c4ccccc34)nc2c1

Next entries.
| compound | BAP1 inh | HePTP inhibitor |
| --- | --- | --- |
| O=C(CCc1ccccc1)Nc1ccccc1F | · | 6 |
| COc1ccccc1NC(=O)c1ccc(C)s1 | 118 | -2 |
| CN(Cc1ccccc1)Cc1c[nH]c2ccccc12 | 69 | 0&-4 |
| COc1ccc(CNC(=O)c2nn3c(c2Cl)NC(c2ccc(C)cc2)CC3C(F)(F)F)cc1 (stereo not drawn) | · | -22 |
| Cc1cc(C)c(C)c(S(=O)(=O)Nc2ccccc2C(=O)NCCCn2ccnc2)c1C | · | 2 |
| CCOC(=O)c1sc(NC(=O)c2ccc(OC)cc2)nc1-c1ccccc1 | 150 | · |
| CCCCCCCCCCCCCCCCCC(=O)NCC(COP(=O)([O-])OCC[N+](C)(C)C)OCC (stereo not drawn) | 105 | · |
| COC(=O)c1ccc(NC(=O)c2sc3nc(-c4ccccc4)cn3c2C)cc1 | · | -3 |
| Cn1cccc1C(=O)OCC(=O)Nc1cc(C(C)(C)C)nn1-c1ccccc1 | 89 | 0 |
| CCc1ccc(OCc2nnc(NC(=O)Nc3ccc(Cl)c(Cl)c3)s2)cc1 | · | 4 |
| Cc1nn(Cc2ccc(F)cc2)c(C)c1NC(=O)c1noc2c1CCCCC2 | 100 | 9 |
| CC(=O)NC1=NC(=O)/C(=C/N2CCCCC2)S1 | 54 | 1 |
| Cc1c([C@H]2[C@@H](CC#N)C2(C)C)c2ccccc2n1C | 76 | 6 |
| CC1CCCN(C(=O)Cn2c(-c3nonc3N)nc3ccccc32)C1 (stereo not drawn) | 98 | 11 |
| Cc1nc2ccccc2c(=O)n1NC(=O)c1ccc(F)cc1Cl | 101 | 7 |
| CCOC(=O)C1=C(O)/C(=C/c2cccc(O)c2)SC1=Nc1cccc(Cl)c1 | · | -14 |
| COc1cc(C=Nc2ccc(Oc3ccc(N=Cc4ccc(O)c(OC)c4)cc3)cc2)ccc1O | · | 2 |
| CCCCSc1c(C)c2cc3c(cc2[nH]c1=O)OCO3 | 102 | -4 |
| COC(=O)C1CCN(C(=O)CCCOc2ccccc2)CC1 | 91 | -6 |
| CCN(C(=O)c1cc(OC)c(OC)cc1[N+](=O)[O-])c1ccccc1 | · | 9 |
